TDP1 block – TDP1 (human) enzyme inhibition | recombinant TDP1, AlphaScreen DNA substrate cleavage | Q9NUW8 | Potency, µM (top dose mostly 130 µM), for the others: at the top dose activity change, negative = inhibition, most hits filed as inhibitors | actives 0.28% (n = 350,000); also: nearly all actives have a fitted effect of over 40% in size
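Signal: AlphaScreen proximity between streptavidin donor and anti-FITC acceptor beads on intact substrate. Reaction: Tdp1 1 nM, substrate 15 nM final, 5 min RT after 15 min compound preincubation.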
DT40 TDP1 no CPT – qHTS for Inhibitors of human tyrosyl-DNA phosphodiesterase 1 (TDP1): qHTS in cells in absence of CPT | actives 15% (n = 420,000) | Potency, µM (top dose mostly 46.2 µM), for inactives: at the highest dose activity change, negative = growth inhibition, hits mostly inhibitors | AID 686978, 2013 | DT40 Tdp1-/- hTDP1 cells, no CPT, ATP luminescence, 48 h; also: nearly all actives have a fitted effect of over 55% in size
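Growth kinetics read by CellTiter-Glo luminescence after ≥48 hr at 37 °C. Cells: DT40 Tdp1-/- stably carrying human TDP1, 400 per well, compound exposure in the absence of CPT (DMSO vehicle).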
GCN5L2 inh – blocks human GCN5L2 histone acetyltransferase | Q92830 | GCN5L2 HAT assay, ThioGlo1 CoA-SH fluorescence | Potency, µM (highest dose often 58.9 µM), for the others: at the top dose activity change, negative = inhibition, actives largely listed as inhibitors | actives 0.21% (n = 390,000) | AID 504327
Target sequence (Q92830 whole entry, looked up): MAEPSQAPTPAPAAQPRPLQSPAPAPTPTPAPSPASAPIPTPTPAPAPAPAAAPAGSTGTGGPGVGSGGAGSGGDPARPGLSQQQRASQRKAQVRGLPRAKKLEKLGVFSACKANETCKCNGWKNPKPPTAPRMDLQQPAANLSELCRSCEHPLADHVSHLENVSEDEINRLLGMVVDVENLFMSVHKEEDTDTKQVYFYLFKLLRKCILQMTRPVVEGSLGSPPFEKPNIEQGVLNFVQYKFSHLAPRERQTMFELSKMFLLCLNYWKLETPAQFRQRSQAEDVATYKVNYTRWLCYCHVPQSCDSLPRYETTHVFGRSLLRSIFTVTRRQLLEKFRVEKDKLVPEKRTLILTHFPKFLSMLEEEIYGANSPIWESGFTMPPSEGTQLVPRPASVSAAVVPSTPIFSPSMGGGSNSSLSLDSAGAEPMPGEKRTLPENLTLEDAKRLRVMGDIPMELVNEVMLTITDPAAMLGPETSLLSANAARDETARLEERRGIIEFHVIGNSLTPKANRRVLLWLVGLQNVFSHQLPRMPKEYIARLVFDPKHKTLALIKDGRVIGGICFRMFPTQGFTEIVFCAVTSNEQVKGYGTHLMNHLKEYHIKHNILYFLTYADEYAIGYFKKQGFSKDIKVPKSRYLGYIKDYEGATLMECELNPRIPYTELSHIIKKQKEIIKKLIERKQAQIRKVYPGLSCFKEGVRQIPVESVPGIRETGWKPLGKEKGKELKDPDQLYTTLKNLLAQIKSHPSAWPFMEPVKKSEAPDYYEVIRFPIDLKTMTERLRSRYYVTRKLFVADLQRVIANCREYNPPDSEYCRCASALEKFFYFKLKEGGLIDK
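qHTS, 1536-well. 20nM enzyme, pH 7.5 HEPES/EDTA/Tween-20 buffer; 15 min compound preinc., RT. Start: 75uM H3(1-25), 70uM AcCoA, 50uM ThioGlo1. Read Ex340/Em540 at t=0 (autofluorescence flag) and t=20 min.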
* hit, by the source's call; ? = inconclusive; · = no result given; & = joins results of further samples; [ ] = another dose, or the depositor's remark. Calls follow the shape of the dose curve; as a rule, active = well fitted curve in the direction sought with a large enough effect; inconclusive = small, poorly fitted or top-dose-only effect, or another doubt; inactive = no such curve, though single readings can be large; an effect the other way counts as inactive or inconclusive. % is scaled to controls: 0 for no effect and ±100 for the full control effect; potency is read from the fitted curve at half-maximal effect.

Start of the listing, in advance:
SMILES	TDP1 block	DT40 TDP1 no CPT	GCN5L2 inh
CC(=O)N[C@@H](CSC/C=C(\C)CC/C=C(\C)CCC=C(C)C)C(=O)O	6%&5%&6%	·	?
CCOc1ccsc1C(=O)O	2%	-32%	-4%
CCSc1nc(O)cc(=O)n1-c1ccc(OC)cc1	-1%	-5%	-3%
COc1cc(S(=O)(=O)N2CCCCC2)ccc1NC(C)=O	8%	4%	-5%
Cc1cccc(OC(=O)Cn2c(C(F)(F)F)nc3ccccc32)c1	-8%	?	-2%
CCN1CCN(CCNC(=O)c2ccc3c(c2)N(Cc2ccc(F)cc2)C(=O)c2ccccc2S3=O)CC1 (stereo unspecified)	7%	?	-19%
COc1cc(F)c(C2=CC(=O)CC(C)(C)C2)cc1F	-2%	-30%	2%
COc1ccc(C(=O)NCCS(=O)(=O)N2CCOCC2)cc1	·	11%	1%
Cc1nn(Cc2c(F)cccc2Cl)c(=O)c2ccccc12	8%	?	-4%
COc1ccc(CCN=C(N)NS(=O)(=O)c2cc(F)ccc2OC)cc1	4%	5%	-2%
C/C(CC(=O)Nc1cc(C)ccn1)=N\NC(=O)c1cccc(C)c1O	·	?	-4%
O=C(CSc1ccc2nnc(-c3ccncc3)n2n1)Nc1nccs1	2%	-12%	-4%
CCOC(=O)c1c(NC(=O)C2CCCCC2C(=O)O)sc2c1CCCCC2 (stereo unspecified)	3%	-2%	-8%
CCOC(=O)N1CCN(C(=O)CN(c2ccccc2OC)S(=O)(=O)c2ccc(OC)cc2)CC1	5%	-21%	1%
COc1cccc(CNC(=O)CCCn2c(=S)[nH]c3cc4c(cc3c2=O)OCO4)c1	-4%	?	-2%
COc1ccc(-c2cccc(CCC(=O)N3CCN(c4cc(C)ccc4C)CC3)c2)cc1	0%[56.1 µM]	?	-10%
O=S1(=O)CCOCCCN1Cc1cccc(C(F)(F)F)c1	·	-8%&-25%	2%
N#Cc1ccsc1NC(=O)c1ccccn1	-2%	?	-18%

Results, previewed entries included:
SMILES	TDP1 block	DT40 TDP1 no CPT	GCN5L2 inh
CC(=O)N[C@@H](CSC/C=C(\C)CC/C=C(\C)CCC=C(C)C)C(=O)O	6%&5%&6%	·	?
CCOc1ccsc1C(=O)O	2%	-32%	-4%
CCSc1nc(O)cc(=O)n1-c1ccc(OC)cc1	-1%	-5%	-3%
COc1cc(S(=O)(=O)N2CCCCC2)ccc1NC(C)=O	8%	4%	-5%
Cc1cccc(OC(=O)Cn2c(C(F)(F)F)nc3ccccc32)c1	-8%	?	-2%
CCN1CCN(CCNC(=O)c2ccc3c(c2)N(Cc2ccc(F)cc2)C(=O)c2ccccc2S3=O)CC1 (stereo unspecified)	7%	?	-19%
COc1cc(F)c(C2=CC(=O)CC(C)(C)C2)cc1F	-2%	-30%	2%
COc1ccc(C(=O)NCCS(=O)(=O)N2CCOCC2)cc1	·	11%	1%
Cc1nn(Cc2c(F)cccc2Cl)c(=O)c2ccccc12	8%	?	-4%
COc1ccc(CCN=C(N)NS(=O)(=O)c2cc(F)ccc2OC)cc1	4%	5%	-2%
C/C(CC(=O)Nc1cc(C)ccn1)=N\NC(=O)c1cccc(C)c1O	·	?	-4%
O=C(CSc1ccc2nnc(-c3ccncc3)n2n1)Nc1nccs1	2%	-12%	-4%
CCOC(=O)c1c(NC(=O)C2CCCCC2C(=O)O)sc2c1CCCCC2 (stereo unspecified)	3%	-2%	-8%
CCOC(=O)N1CCN(C(=O)CN(c2ccccc2OC)S(=O)(=O)c2ccc(OC)cc2)CC1	5%	-21%	1%
COc1cccc(CNC(=O)CCCn2c(=S)[nH]c3cc4c(cc3c2=O)OCO4)c1	-4%	?	-2%
COc1ccc(-c2cccc(CCC(=O)N3CCN(c4cc(C)ccc4C)CC3)c2)cc1	0%[56.1 µM]	?	-10%
O=S1(=O)CCOCCCN1Cc1cccc(C(F)(F)F)c1	·	-8%&-25%	2%
N#Cc1ccsc1NC(=O)c1ccccn1	-2%	?	-18%
Cc1cc(N2CCCCC2)c(F)cc1[N+](=O)[O-]	3%	-8%	-10%
CCCCNC(=O)CCn1nc(-c2ccccc2)c2ccccc2c1=O	·	?	-5%
COCCNS(=O)(=O)c1ccc(OCC(=O)OC)c(Cl)c1	-3%	-14%	-10%
CC(C)NC(=O)N1CC2(CCN(C(=O)c3cc(C(F)(F)F)cc(C(F)(F)F)c3)CC2)C1	·	-11%	3%
CN(C)S(=O)(=O)c1ccc(C(=O)OCC(=O)NCc2ccccc2)cc1	5%	13%	8%
Cn1nccc1C(=O)N/N=C/c1cccnc1	10%	-24%	0%
COC(=O)c1nc2n(n1)C(c1cccc(Cl)c1)C1=C(CC(C)(C)CC1=O)N2 (stereo unspecified)	2%	-19%	-3%
Remaining list, next part:
SMILES	TDP1 block	DT40 TDP1 no CPT	GCN5L2 inh
COc1ccc(OCc2cc(C(=O)N3CCCN(C(C)=O)CC3)no2)c(Cl)c1	2%	2%	-2%
O=C(Nc1ccc2[nH]c(=O)[nH]c2c1)Nc1ccc(F)cc1F	·	-12%	-11%
CCOc1ccc(OCCC(=O)OCC(=O)Nc2ccc(Cl)cn2)cc1	-9%	-2%	-4%
C/C=N\NC(=O)COc1cc(C)ccc1C	-3%	10%	3%
CC(OC(=O)C1CCCCC1)C(=O)Nc1ccc(S(N)(=O)=O)cc1 (stereo unspecified)	1%	-4%	-2%
O=S(=O)(Nc1ncccn1)c1ccc(-n2cnnn2)cc1	-4%	?	-6%
COc1ccccc1NC(=O)C1=C(C)NC2=C(C(=O)CCC2)C1c1ccc2c(c1)OCO2 (stereo unspecified)	-5%	-9%	0%
Cc1cccc(C(=O)N2CCc3cc(-c4nc(NC(=O)Cn5nnc6ccccc6c5=O)sc4C)ccc32)c1	3%	·	-8%
O=C(NCc1ccco1)c1cccc2ccccc12	4%	-2%	-5%
Cc1ccc(C)c(NC(=O)CCN2CCN(c3ccccc3F)CC2)c1	·	?	-1%
CCn1nc(C)c(C2C(C#N)=C(N)OC3=C2C(=O)CC(C)(C)C3)c1C (stereo unspecified)	-3%	-6%	-1%
CC(C)(C)OC(=O)N1CCC(C(=O)N[C@@H](Cc2ccccc2)C(=O)O)(c2ccccc2)CC1	4%	-15%	-1%
COc1ccc(/C=N/Nc2ccccc2C(=O)O)cc1Cn1cc([N+](=O)[O-])cn1	2%	-14%	-12%
O=C(Nc1ccc(OCC(=O)N2CCC(Cc3ccccc3)CC2)cc1)c1ccco1	10%	29µM*	-16%
CCC(C)[C@H](NC(=O)N1CCn2c1nc1ccccc12)C(=O)NCc1ccc(OC)cc1 (stereo partly specified)	6%	16µM*	-15%
COc1cc(OC)c(NC(=O)N2CCOCC2)cc1Cl	4%	4%	-9%
CCCCNC(=O)/C(C#N)=c1\s/c(=C\c2ccccc2OC(F)F)c(=O)n1CCCOC	5%	0%	-10%
O=C(CSc1ccccc1)NCC1(N2CCCCC2)CCCCC1	·	?	-7%
O=C1c2ccccc2C(=O)N1CCOCCN1C(=O)c2ccccc2C1=O	5%	-6%	2%
Cc1cc(C)nc(CCNC(=O)CC2C(=O)NCCN2Cc2ccccc2)n1 (stereo unspecified)	7%	-17%	-1%
O=C(CC(=O)NC1CCCCC1)N/N=C/c1ccccc1Cl	8%	-10%	2%
COc1ccccc1N1CCN(c2ccc(N3C(=O)CCC3=O)cc2[N+](=O)[O-])CC1	3%	-9%	-3%
Cc1cccc(-c2nc(SCC(=O)Nc3cc(C)on3)c3c(=O)n(C)c(=O)n(C)c3n2)c1	3%	2%	-2%
CCOC(=O)C1CCN(C2CC(=O)N(c3ccc(OCC)cc3)C2=O)CC1 (stereo unspecified)	-7%[56.1 µM]	10%	-5%
CCOc1ccccc1CNC(=O)C1CCN(c2nc3ccccc3nc2C(F)(F)F)CC1	8%	?	-19%
Following part
SMILES	TDP1 block	DT40 TDP1 no CPT	GCN5L2 inh
CCOC(=O)c1cc(C(C)=O)n2ccccc12	-1%	1%	2%
COCCn1c(C)cc(C(=O)COC(=O)c2ccc(Cl)c(S(N)(=O)=O)c2)c1C	·	?	-1%
Cc1ccc(C(=O)CN(Cc2ccccc2)C2=NCCS2)cc1	2%	?	-2%
O=Cc1cn(Cc2ccccc2)nc1-c1cccnc1	4%	?	-4%
CC(Sc1ncccn1)C(=O)N1CCc2ccccc21 (stereo unspecified)	0%	-4%	-18%
COCC1CCN(C(=O)C2CCC(=O)N(CC3CCCCC3)C2)CC1 (stereo unspecified)	4%	10%	-2%
Cn1c(SCc2cccc([N+](=O)[O-])c2)nc2c(c1=O)SCC2	6%	?	-10%
O=S(=O)(NCC(c1ccco1)N1CCN(c2ccc(F)cc2)CC1)c1ccc(F)cc1 (stereo unspecified)	4%	?	-9%
Cc1onc(-c2ccccc2)c1C(=O)Nc1nc2c(s1)CCCC2	12%	?	2%
NNC(=O)c1cccc(COc2ccccc2Br)c1	8%	-15%	-9%
Cc1ccc(SCc2cn3cccnc3n2)cc1	3%	?	-7%
O=C(NC1(O)C(=O)c2ccccc2C1=O)c1ccc(C(F)(F)F)cc1	-2%	?	-8%
CC(=O)Oc1ccc2c(=O)c(Oc3ccccc3[N+](=O)[O-])coc2c1	-5%	?	-2%
O=C(COC(=O)C12CC3CC(CC(C3)C1)C2)Nc1nccs1	3%	-2%	15%
COC(=O)c1c(C)noc1-c1ccc(Cl)cc1	·	7%	0%
CCOc1ccc(OCC)c(NC(=O)C2CCCN(S(=O)(=O)c3cc(Br)cc4c3N(C(=O)CC)CC4)C2)c1 (stereo unspecified)	6%	?	-11%
CCOc1ccc(CC(=O)Nc2c(C(=O)Nc3ccc(OC)cc3OC)oc3ccccc23)cc1	-4%	?	4%
CCCn1cc(S(=O)(=O)c2cccc(Cl)c2)c(=O)c2cc(F)c(N3CCN(CC)CC3)cc21	2%	?	-2%
O=c1[nH]ncn1-c1cccc(C(F)(F)F)c1	-5%	1%	1%
NCCCNC(=O)c1cc2ccccc2[nH]1	6%	1%	-4%
CC(=O)Nc1ccc(NC(=O)C(C)OC(=O)c2ccc(OCc3c(C)noc3C)cc2)cc1 (stereo unspecified)	-7%	-23%	-1%
CSc1nncc(=O)[nH]1	5%	23µM*	-2%
Cc1cc(C)n(Cc2ccc(C(=O)O)cc2)n1	3%	-8%	0%
Cc1nc(N)c(Cc2ccc(Cl)cc2Cl)c(N)n1	3%	8.2µM*	0%
CCOc1cc(CNC(=O)c2ccc3c(c2)NC(=O)C2CCCCN32)cc(OCC)c1OCC (stereo unspecified)	7%	?	-4%
Later entries:
SMILES	TDP1 block	DT40 TDP1 no CPT	GCN5L2 inh
Cc1c(NC(=O)CNCc2ccc3c(c2)OCO3)c(=O)n(-c2ccccc2)n1C	·	-12%	3%
CCN1CCN(S(=O)(=O)c2ccc(Cl)c(C(=O)Nc3nnc(C)s3)c2)CC1	0%	-18%	-1%
O=C(CN1C(=O)CSc2ccccc21)Nc1ccccc1C(=O)N1CCOCC1	3%	-15%	-1%
C=CCn1c(-c2ccc([N+](=O)[O-])cc2)n[nH]c1=S	8%	-8%	-1%
CC1CC1C(=O)OCC(=O)Nc1ccccc1Oc1ccccc1 (stereo unspecified)	-3%	?	-6%
COC1=C(Nc2ccccc2OC)C(=O)c2ccccc2C1=O	·	?	-3%
COc1cc2nc(NCCc3cccc(C)c3)n3nc(-c4ccccc4)nc3c2cc1OC	2%	?	1%
CCOc1ccc(S(=O)(=O)NCC(c2ccc(N(C)C)cc2)N2CCc3ccccc32)cc1 (stereo unspecified)	9%	?	-8%
N#CC1(NC(=O)COC(=O)c2nc(Cl)ccc2Cl)CCCCC1	·	2%	4%
CC1CCCCC1NC(=O)CSc1nnc(CC(=O)Nc2ccccc2F)n1C (stereo unspecified)	-10%	5%	3%
Cc1nn(CC(=O)NCCCN2CCCC2)c(=O)c2nn(-c3ccccc3)c(C)c12	1%	34%[activator]	-4%
CN(CCCNC(=O)Cn1c(=O)c2cccn2c2ccccc21)Cc1ccccc1	0%	5%	-21%
CC(C)CN1C(=O)C(=O)N(CC(=O)c2ccc[nH]2)C1=O	6%	1%	-10%
Nc1ccc(-n2cnc3cc([N+](=O)[O-])ccc32)cc1	7%	?	-5%
O=C(NCCc1nc2ccccc2[nH]1)c1ccc(Cl)c([N+](=O)[O-])c1	-3%	?	-3%
O=C(CCCCCCCCC(=O)N/N=C/c1ccco1)N/N=C/c1ccco1	0%	-25%	-3%
COCCn1c(=O)c(CCc2ccccc2)nc2cnc(Oc3ccc(OC)cc3)nc21	·	-19%	-14%
O=C(N/N=C/c1ccc(Cl)cc1Cl)C1CCN(c2ncc(C(F)(F)F)cc2Cl)CC1	5%	·	-6%
COC(=O)Cn1c(SCCOc2ccccc2OC)nc2ccccc21	9%	-23%	-4%

Assay outcomes deposited in PubChem BioAssay by National Center for Advancing Translational Sciences (NCATS).

The list is partial; the hit share may differ from the screen's.
